Pf Dd2 inh = Plasmodium falciparum Dd2 growth inhibition. P. falciparum Dd2 growth, SYBR Green, 72 h. hit rate 4.3% among 120,000. AID 1347417. Potency, µM (top dose mostly 28.9 µM), for inactives: at the highest dose activity, negative = inhibition, most hits filed as inhibitors; active = well fitted inhibition curve with a large enough effect; inconclusive = small, poorly fitted or top-dose-only effect; inactive = no such curve, though single readings can be large or run the other way;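 note: plate controls were DMSO vehicle for no effect and reference drug for full effect; nearly all actives have a fitted effect of over 65% in size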
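Infected erythrocytes (Dd2, 0.3% parasitemia, 2.5% hematocrit final) are added to compound in RPMI-1640/Albumax II medium, grown 72 h at 37C in low oxygen, then lysed with saponin/Triton-X containing SYBR Green and read by fluorescence.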
* = called active by the depositor; i = inactive; ? = inconclusive; [ ] = remark or other dose. Potency is the fitted concentration of half-maximal effect.

SMILES | Pf Dd2 inh
COc1cccc(CN2CCCCCNC(=O)CC2c2ccccc2)c1 (stereo not drawn) | ?
O=C(N[C@H]1[C@H]2CCO[C@H]2[C@@H]1N1CCCC1)c1cc2c(s1)CCCCC2 | ?
COC(=O)CCNC(=O)C1c2ccccc2C(=O)N(CC(C)C)C12CCCC2 (stereo not drawn) | -6%
COc1ccc(C(=O)N2CCCC3(CC(c4cccc(C(F)(F)F)c4)=NO3)C2)cc1 (stereo not drawn) | i
COc1ccc(-c2ccc3nnc(CNC(=O)C(C)Oc4cccc(Cl)c4)n3n2)cc1 (stereo not drawn) | -25%
O=C(Nc1ccc(Cl)cc1)c1nc2c(o1)CCN(CC1CC1)CC2 | i
O=C(CCn1cnc2onc(-c3ccc(F)cc3)c2c1=O)N1CCN(c2ccc(F)cc2)CC1 | i
Cc1ccc(NC2CCCN(C(=O)Cc3c[nH]c(=O)n(C)c3=O)C2)cc1C (stereo not drawn) | -2%
CC(C)(C)OC(=O)N1CCC(c2c(C(=O)NC3CCN(Cc4ccccc4)CC3)cnn2-c2cccc(F)c2)CC1 | -17%
Clc1cccc(C2=NC(c3cccs3)=Nc3ccc(Br)cc3N2)c1 | -30%

Continued, starting with the last 6 of the part before.
SMILES | Pf Dd2 inh
COc1ccc(-c2ccc3nnc(CNC(=O)C(C)Oc4cccc(Cl)c4)n3n2)cc1 (stereo not drawn) | -25%
O=C(Nc1ccc(Cl)cc1)c1nc2c(o1)CCN(CC1CC1)CC2 | i
O=C(CCn1cnc2onc(-c3ccc(F)cc3)c2c1=O)N1CCN(c2ccc(F)cc2)CC1 | i
Cc1ccc(NC2CCCN(C(=O)Cc3c[nH]c(=O)n(C)c3=O)C2)cc1C (stereo not drawn) | -2%
CC(C)(C)OC(=O)N1CCC(c2c(C(=O)NC3CCN(Cc4ccccc4)CC3)cnn2-c2cccc(F)c2)CC1 | -17%
Clc1cccc(C2=NC(c3cccs3)=Nc3ccc(Br)cc3N2)c1 | -30%
CCC(=O)N1c2ccccc2CC1C(=O)NCCCN1CCN(c2cccc(Cl)c2)CC1 (stereo not drawn) | -9%
COc1ccc(Cl)cc1NC(=O)NCCc1noc(C)n1 | -11%
Cc1cc(C)cc(OC(=O)c2cc(-c3ccc4c(c3)OCCO4)on2)c1 | 17%
CCc1noc(-c2cn(C3CCN(C(=O)Cc4cccc(Cl)c4)CC3)nn2)n1 | i
CN(C)[S+](=O)([O-])c1ccc2c(c1)OCCN(Cc1cccs1)C2 | i
COc1ccc(Cl)cc1C(=O)N1CCC(c2n[nH]c(=O)n2-c2ccc(C)cc2)CC1 | i
Cc1ccc(CNC(=O)COCc2cc(-c3ccc4c(c3)OCO4)on2)cc1 | 44%[activator]
O=C(CCS(=O)(=O)c1ccccc1)N(Cc1cccnc1)c1nc2ccc(Cl)cc2s1 | 46%[activator]
CC1=C(C(=O)OCc2ccc(C)cc2)C(c2ccccc2C(F)(F)F)CC(=O)N1 (stereo not drawn) | 5.6µM*
CCN(CC)CCCNC(=O)c1nn(-c2ccc(OC)cc2)c(=O)c2c1c1ccccc1n2C | 6%
NC(=O)[C@H]1C[C@@H](O)[C@H](O)[C@H]2[C@@H]1SC(=Nc1ccccc1)N2CC1CCCCC1 | ?
CCOc1ccc(C(=O)c2cn(Cc3ccc(OC)cc3)c3cc(OC)c(OC)cc3c2=O)cc1 | 10µM*
COc1ccc(C(=O)N2CCN(C(=O)c3nnn4c3COC(c3ccc(C)cc3)C4)CC2)cc1 (stereo not drawn) | ?
CNC(=O)N1CCCC(Cn2cnc3cccnc32)C1 (stereo not drawn) | 15%
COCCn1c(C)nnc1-c1cc(Nc2cccc(OC)c2)ccn1 | i
O=C(COc1ccccc1)N1CC[C@H]2CC(=O)N(C3CC3)CC[C@H]2C1 | i
COc1cccc(C(=O)N2CC(Oc3ccccc3-c3nc(C4CC4)no3)C2)c1 | ?
CCOc1ccc(C(=O)N2CCCN(c3cc(-c4ccc(Cl)cc4)[nH]n3)CC2)cc1 | -19%
CC(C)(C)C(=O)NCCc1noc(C2CC2)n1 | 21%
O=C(CC1CCCN(c2cn[nH]c(=O)c2)C1)NCc1ccc(F)cc1F (stereo not drawn) | i
COCCNc1ncccc1-c1noc([C@@H]2CCCN2Cc2ccco2)n1 | ?
Cc1nc(-c2c3n(c(=O)n(Cc4ccc(Cl)cc4)c2=O)CCCCC3)no1 | ?
COc1cc(OC)cc(-c2nc(-c3ccc4c(c3)[nH]c(=O)n4C)no2)c1 | 41%[activator]
COc1cc(SC)ccc1C(=O)N1CCn2c3c(c4cc(C)ccc42)CCCC31 (stereo not drawn) | i
CC(=O)c1cccc(Nc2nc(-c3cccc(C)c3)nc3ccccc23)c1 | i
CCOC(=O)C1CCN(C(=O)CN2c3ccc(C(C)C)cc3-c3ccccc3S2(=O)=O)CC1 | -24%
COCCN1CCCC2(CCN(c3nc(OC)cc(OC)n3)C2)C1=O (stereo not drawn) | -6%
COc1ccc(C)cc1NC(=O)Cn1c(C)cc2nc3n(c(=O)c21)CCCC3 | -27%
CN1CCC(Nc2ccc3c(n2)CN(Cc2ccc(C(F)(F)F)cc2)C(=O)CO3)CC1 | -9%[44.1 µM]
CC(C)Cn1ccc2c(NC(=O)C[C@H]3NC(=O)c4ccccc4NC3=O)cccc21 | ?

Exported with each value named: part of the list above
structure: CC(C)Cn1ccc2c(NC(=O)C[C@H]3NC(=O)c4ccccc4NC3=O)cccc21
- Pf Dd2 inh: ?
structure: COc1cc(SC)ccc1C(=O)N1CCn2c3c(c4cc(C)ccc42)CCCC31 (stereo not drawn)
- Pf Dd2 inh: i
structure: COCCNc1ncccc1-c1noc([C@@H]2CCCN2Cc2ccco2)n1
- Pf Dd2 inh: ?
structure: COc1cc(OC)cc(-c2nc(-c3ccc4c(c3)[nH]c(=O)n4C)no2)c1
- Pf Dd2 inh: 41%[activator]

Continued.
SMILES | Pf Dd2 inh
NC(=O)CCN1CCc2onc(-c3ccccc3F)c2C1 | 5%
CCCC(=O)Nc1ccc([C@H]2OCC(=O)N(CC(C)C)[C@@H]2CO)cc1 | -3%[44.1 µM]
CCc1ccc(-c2[nH]c3c(c2-c2sc(C)c(C(=O)OC)c2O)c(=O)[nH]c(=O)n3C)cc1 | -25%
Fc1c(F)c(F)c(CN2CCCC3(CCNC3)C2)c(F)c1F (stereo not drawn) | ?
Cc1cccc(N2CCN(C(=O)C3CCN(S(=O)(=O)c4ccc5c(c4)oc(=O)n5C)CC3)CC2)c1C | ?
CCOC(=O)CCn1c(=O)c2cccn2c2cccnc21 | 5%
O=C(CCC1CCCC1)NCC(=O)N1CCCCCNC(=O)CC1c1ccccc1 (stereo not drawn) | -16%
COc1cccc(CCC(=O)Nc2cccc(-c3nnc4n3CCCC4)c2)c1 | ?
COc1ccc(NC(=O)Cn2c(=O)n(CCC(=O)NCc3ccccc3OC)c(=O)c3ccccc32)cc1Cl | -13%
CN(C)C[C@@H]1CN(c2ncccn2)C[C@H]1NC(=O)c1ccc(Cl)cc1 | -23%
CN(Cc1cn(-c2ccccc2)nn1)Cc1ccccc1-n1cccn1 | ?
OCC1CN(c2ccncn2)CC12CCN(CC1CCCCC1)CC2 (stereo not drawn) | -29%
Cn1cc(CN2CCC(C3CCN(S(C)(=O)=O)CC3)C2)c2ccccc21 (stereo not drawn) | 3.5µM*
CC(C)NC[C@H]1Cn2c(-c3ccc(Cl)cc3)cnc2CO1 | ?
CN(C)c1ccc(-c2nnc([C@H]3CCN(Cc4ccccn4)C3)o2)cc1 | ?
COc1ccc(CCc2nc3nccc(-c4ccncc4)n3n2)cc1OC | -11%
Fc1ccc2c(c1)nc1n2[C@@H](CNC2CCCCC2)COC1 | ?
CN1CCc2c([nH]c3ccccc23)C12CCN(S(=O)(=O)c1cccnc1)CC2 | 4.5µM*
Cc1ccc(-c2c(C)n3c4c(=O)n(C)c(=O)n(C)c4nc3n2CCCO)cc1 | ?
CCCn1cc2c3c(cccc31)CN(C(=O)c1ccc(OC)cc1)CC2 | i
O=C(c1ccccn1)N1CCCCCC1CN1CCCC1 (stereo not drawn) | ?
CC(=O)Nc1ccc(S(=O)(=O)N2CCC(c3nnnn3-c3ccccc3)CC2)cc1 | -6%
CN1CCCC1c1nc(C2CN(C(=O)c3ccoc3)C2)no1 (stereo not drawn) | 26%
Cc1cccc(Cc2c(C)nc3nc(SCc4ccccc4C)nn3c2C)c1 | ?
O=C1NCCCCCCN(Cc2ccncc2)[C@@H]2CN(Cc3ccncc3F)CC[C@@H]12 | ?
O=C(O)C1CC2(CCN(Cc3cc4ccccc4o3)CC2)CN1C(=O)C1CC1 (stereo not drawn) | -10%
O=S(=O)(NCC(c1cccs1)S(=O)(=O)c1ccccc1)c1ccccc1 (stereo not drawn) | 22%
CCCCCn1c(=N)c(S(=O)(=O)c2ccc(C)cc2)cc2c(=O)n3cc(C)ccc3nc21 | 24%
COc1ccc(C(=O)N2CCN(Cc3ccc(=O)n(C)c3)CC2)cn1 | 7%
O=C(CSc1nc2ccsc2c(=O)n1-c1ccc(Br)cc1)NCc1ccccc1 | ?
Cc1ccc(Cn2c(CO)cnc2SCC(=O)Nc2cccc(F)c2)cc1 | 24%
COc1ccc(Nc2cccc(CN3CCCC(C)(NC(C)=O)C3)c2)cc1 (stereo not drawn) | ?
COc1cccc(S(=O)(=O)N2CCCC(Cn3c(C)nc4cccnc43)C2)c1 (stereo not drawn) | i
Cc1nn(C)c2c1c(C(F)(F)F)cc(=O)n2C(C)C(=O)NCc1ccccc1 (stereo not drawn) | i
CC(C)S(=O)(=O)N1CCC2(CC1)NCCc1c2[nH]c2ccccc12 | -24%
Cc1ccc(NC(=O)N2CCCC(Cn3c(C4CC4)nc4cccnc43)C2)c(C)c1 (stereo not drawn) | -14%
Cc1nnc(-c2cc(-c3ccc(CO)cc3)ccn2)n1Cc1ccncc1 | i
Cc1ccc2nc(-c3ccncc3)c(Nc3ccccc3C)n2c1 | -22%
COc1cccc(N2C(=O)NC(=NC3CCCCC3)C23CCN(C(=O)c2ccccc2)CC3)c1 | ?
CCOc1ccc(-n2c(SCc3ccccc3)nc3c([nH]c4ccccc43)c2=O)cc1 | i

Brought forward from above: four compounds, followed by the next part.
SMILES | Pf Dd2 inh
Cc1nnc(-c2cc(-c3ccc(CO)cc3)ccn2)n1Cc1ccncc1 | i
Cc1ccc2nc(-c3ccncc3)c(Nc3ccccc3C)n2c1 | -22%
COc1cccc(N2C(=O)NC(=NC3CCCCC3)C23CCN(C(=O)c2ccccc2)CC3)c1 | ?
CCOc1ccc(-n2c(SCc3ccccc3)nc3c([nH]c4ccccc43)c2=O)cc1 | i
CC(C)c1cc(C(=O)NC(C)c2ccccc2-n2cccn2)nc2ncnn12 (stereo not drawn) | 13%
COCCn1ncc(N2CCC(C(=O)N3CCN(CC(=O)Nc4ccc(C)cc4)CC3)C2)cc1=O (stereo not drawn) | i
CCc1cc(=O)n(CC(=O)Nc2cc(Cl)ccc2C)c(N2CCOCC2)n1 | i
Cc1ccc(S(=O)(=O)CCC(=O)Nc2ccc(Br)cc2C)cc1 | 39%[activator]
COc1ccc(-c2cnc(Nc3cccc(N[S+](C)(=O)[O-])c3)c3c2CCO3)cn1 | i
COc1ccc(-c2cn(C)c(=O)n3cc(CN(C)C)nc23)c(C(F)(F)F)c1 | ?
CC(C)(Oc1nn(CC2CCOCC2)c2ccccc12)C(=O)NCCc1cccnc1 | i
Cc1ccc(C)c(CN2C(=O)c3ccccc3S(=O)(=O)c3ccc(C(=O)N4CCN(Cc5ccccc5)CC4)cc32)c1 | ?
Cc1cc(C(=O)N2CCOC[C@H](Oc3ccc(C(F)(F)F)cc3)C2)n(C)n1 | 2%[44.1 µM]
CCc1noc(-c2cn(C3CCN(C(=O)c4cccs4)C3)nn2)n1 (stereo not drawn) | i
CCCS(=O)(=O)Nc1ccc(=O)n2c1[C@@H]1C[C@@H](CN(C(=O)c3ccc(F)cc3)C1)C2 | ?
COCC(=O)NC[C@@H]1C=C(C)[C@H](Cc2nc3ccc(F)cc3[nH]2)C[C@H]1C(C)C | 13µM*
COc1ccc(OC)c(NC(=O)C2CCc3ncc(-c4ccsc4)n3C2)c1 (stereo not drawn) | ?
CN(CC1CCOC1)S(=O)(=O)c1ccc(F)c(Cl)c1 (stereo not drawn) | 12%[5.79 µM]
Cc1ccc(C2=NC3(CCN(C(=O)c4cc(Cl)ccc4F)CC3)ON2)cc1 | -24%
C[S+](=O)([O-])N1Cc2ccccc2OC2(CCN(C(=O)c3ccc(N)nc3)CC2)C1 | -18%
O=C1CC(c2ccccc2)N(C(=O)CNC(=O)C2(c3ccccc3)CC2)CCCCCN1 (stereo not drawn) | -28%
COc1ccc(-c2noc(-c3cccn3CC(=O)Nc3ccc(F)c(F)c3)n2)cc1F | 2.8µM*
Cc1ccccc1S(=O)(=O)N1CCCC(CCC(=O)NCCCn2cccn2)C1 (stereo not drawn) | -24%
Cc1ccc(S(=O)(=O)N2CCc3nc4cc[nH]n4c(=O)c3C2)cc1C | 14%[5.79 µM]
CCC(C)NC(=O)Cn1cnc2sc(C)c(S(=O)(=O)N3CCN(c4ccccc4OC)CC3)c2c1=O (stereo not drawn) | 0%
c1ccc(CN2CCC[C@H]2c2nc(-c3ccc(N4CCOCC4)nc3)no2)cc1 | ?
O=S(=O)(c1ccccc1)n1nc(-c2ccccc2)nc1NCc1ccc(Cl)cc1 | -12%
COc1ccc(-c2onc(C)c2C(=O)NCc2ccc3c(c2)OCO3)cc1 | -1%
COc1ccc(C(=O)N2CCC3(CC2)C(OC)CN3c2cccc(F)c2)cc1F (stereo not drawn) | ?
O=C(Nc1ccccc1)[C@H]1O[C@H](CCN2CCN(c3ccccn3)CC2)CC[C@@H]1O | -3%[44.1 µM]
COc1cc(CN2CCOCC2)ccc1OCC(O)CN1CCSCC1 (stereo not drawn) | -8%

These rows are one share of the data. The share of hits here may be higher or lower than overall.
